# AI-2 QS modul = Vibrio harveyi AI-2 quorum sensing modulators, primary screen, JMH597 strain, luminescence/OD600 ratio. Vibrio harveyi JMH597 AI-2 luminescence/OD600 ratio, 9 h; active compounds read low; strain lacks LuxN and CqsS sensors; 0 = neutral-control median. activity change, % at 7.5 µM. AID 2094, 2009. 300,000 compounds, 0.4% hits; in the data active = activity change below about -75%, passing the limit was not always enough;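 note: luminescence divided by OD600 gain over 9 h not by final OD600 alone; inactives centre near 13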
# HSP90 inh = HSP90 inhibitors, primary screen, cell lysate, luminescence; Heat shock protein HSP 90 (rabbit reticulocyte lysate; luciferase refolding); Rabbit reticulocyte lysate, luciferase refolding luminescence, 3 h; inhibition, % at 5.6 µM; 290,000 compounds, 0.91% hits;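 active = inhibition above the screen-wide mean plus 3 SD, computed separately per campaign, cut at about 16% in these data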;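 note: 0% = DMSO wells and 100% = 60 µM geldanamycin wells; inhibitors lower the luminescence because luciferase stays unfolded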
# aSyn 5UTR inh = MLPCN primary screen, SNCA 5' untranslated region | alpha-synuclein 5'UTR reporter, inhibitor activity | inhibition, % (tested at 7.5 µM) | 300,000 compounds, 0.82% hits; in the data active = inhibition above about 60%;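 note: H4 neuroglioblastoma cells stably carrying SNCA 5'UTR luciferase fusion; 0% = DMSO wells and 100% = positive control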
# HIF activator = HIF pathway transcriptional activators, primary screen, cell-based, U2OS HRE-luciferase, luminescence; U2OS HRE-luciferase reporter; normalized: DMSO 0%, desferrioxamine 100%; activation, % at 7.5 µM (by protocol); 300,000 compounds, 0.32% hits;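 active = mean activation of at least 10% of the iron chelator positive control signal, with at least half of replicates also reaching 10%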
# Platelet DG rel = inhibitors of platelet dense granule secretion, primary screen, cell-based, MLPCN, human platelets. 300,000 compounds, 0.22% hits. human platelet-rich plasma, SFLLRN dense granule ATP release, luminescence. inhibition, %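 (compounds screened at 7.5 µM in platelet-rich plasma)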. AID 1663, 2009;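 active = mean replicate score, as percent of positive control, at or above 50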
# HSF-1 act = HSF-1 activators, primary screen, NIH3T3-HGL cells, MG132 stress, luminescence, single point; NIH3T3-HGL HSF-1 luciferase reporter, 8 h; 100% = twice DMSO control signal; activation, % at 9 µM; 300,000 compounds, 1.7% hits;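 active = mean replicate activation of at least 50% with a set share of replicates each reaching 50%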;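 note: 0% = median of the neutral control wells and 100% = twice that signal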
# SKKanGAS inh = S. pyogenes SKKanGAS growth inhibitors in kanamycin, primary screen, streptokinase expression inhibitor project, SKKanGAS strain, BacTiter-Glo luminescence. 300,000 compounds, 1.3% hits. AID 1662, 2009. 6 h. inhibition, % at 7.5 µM;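 active = mean replicate score, as percent of positive control median, at least 50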;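 note: strain carries kanamycin resistance gene driven by streptokinase promoter and grows in 40 µg/ml kanamycin; loss of luminescence reflects streptokinase promoter inhibition or plain growth inhibition; 0% = median of DMSO wells and 100% = positive control at its reference dose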
# KLF5 inh = KLF5 expression inhibitors, primary screen, DLD-1 cells, luminescence. DLD-1 KLF5 promoter-luciferase reporter. inhibition, % at 5 µM. 290,000 compounds, 0.23% hits. AID 1700, 2009;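 active = inhibition above a per-plate limit of that plate's mean compound inhibition plus 3 SD, cut at about 60% in these data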;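 note: 0% = DMSO wells and 100% = LY294002 at 200 µM; higher means less KLF5 promoter-driven luciferase light; inactives centre near -14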
# IEC-6 cytotox = cytotoxicity in IEC-6 intestinal epithelial cells, primary screen, cytotoxicity control for KLF5 inhibitor project, cell-based, luminescence | inhibition, % at 5 µM | IEC-6 cytotoxicity, luminescence viability | 290,000 compounds, 0.78% hits; in the data active = inhibition above about 22%;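 note: 0% = plate median of test compound wells and 100% = cytotoxic reference compound wells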
# HSF1 inh = HSF1 inhibitors in luciferase reporter cells, primary screen, cell-based, NIH3T3, luminescence; AID 2098, 2009; NIH3T3-HGL HSE-luciferase, MG132-induced, luminescence 8 h; active compounds read low; 300,000 compounds, 0.77% hits; activity change, negative = inhibition, % at 7.5 µM (by protocol);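 active = more than half of replicate wells show activity change below -50%, luminescence cut by over half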;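 note: luciferase reports HSF-1 transcriptional activity via heat shock element; 0% = median of DMSO wells and -100% = zero luminescence signal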
# Active calls of the source: *; x = not tested or not shown.
entry	canonical_smiles	SKKanGAS inh	KLF5 inh	HSF1 inh	Platelet DG rel	IEC-6 cytotox	HSF-1 act	HIF activator	aSyn 5UTR inh	AI-2 QS modul	HSP90 inh
1	CCOC(=O)c1ccc(N(CC(=O)NC2CCCC2)C(=O)CNC(=O)c2ccco2)cc1	-4	4	-3	-3	0	-20	0.0	9	-10	-3
2	COc1ccc(-c2ccc(-c3nnc(Cc4ccc(OC)c(OC)c4)o3)cc2)cc1	-17	-11	-8	5	-1	-12	-0.2	-4	13	7
3	CC(=O)CSc1ncnc2scc(-c3ccc(F)cc3)c12	-20	8	-1	-6	4	33	-0.1	31	23	-1
4	Cc1ccc(C(=O)N[C@H](C(=O)N2CCN(c3ccccc3F)CC2)C(C)C)cc1	-4	8	0	11	2	-7	-0.2	34	17	2
5	CCC(=O)NC(=Nc1nc2ccccc2s1)NC(=O)CC	8	-93	22	0	0	60*	2.0	-101	2	-1
6	CC(=O)c1cccc(NC(=O)NC(C)c2ccc3c(c2)OCO3)c1 (stereo unspecified)	32	1	1	-13	1	1	-0.9	-5	1	2
7	CCCn1nnc2sc3c(c2c1=O)CCC(C)C3 (stereo unspecified)	5	-36	15	3	0	28	1.6	-131	1	-2
8	COc1ccc(C(O)c2nc3ccccc3n2C)cc1OC (stereo unspecified)	0	-5	-1	1	2	-6	-0.4	9	0	-1

# Reprinted at random: 3 records from the list.
entry	canonical_smiles	SKKanGAS inh	KLF5 inh	HSF1 inh	Platelet DG rel	IEC-6 cytotox	HSF-1 act	HIF activator	aSyn 5UTR inh	AI-2 QS modul	HSP90 inh
1	CCOC(=O)c1ccc(N(CC(=O)NC2CCCC2)C(=O)CNC(=O)c2ccco2)cc1	-4	4	-3	-3	0	-20	0.0	9	-10	-3
6	CC(=O)c1cccc(NC(=O)NC(C)c2ccc3c(c2)OCO3)c1 (stereo unspecified)	32	1	1	-13	1	1	-0.9	-5	1	2
2	COc1ccc(-c2ccc(-c3nnc(Cc4ccc(OC)c(OC)c4)o3)cc2)cc1	-17	-11	-8	5	-1	-12	-0.2	-4	13	7

# Continued.
entry	canonical_smiles	SKKanGAS inh	KLF5 inh	HSF1 inh	Platelet DG rel	IEC-6 cytotox	HSF-1 act	HIF activator	aSyn 5UTR inh	AI-2 QS modul	HSP90 inh
9	O=C(CSc1n[nH]c(-c2ccccc2Br)n1)NCCN1C(=O)CSC1=O	-2	2	2	7	-5	-16	-0.9	-31	14	-1
10	O=C(OCC1OC2OC3(CCCCC3)OC2C2OC3(CCCCC3)OC12)c1ccccc1 (stereo unspecified)	11	-6	-5	-45	-2	-6	-0.2	25	20	1
11	O=C(NCC(=O)N(CC1CCCO1)C(C(=O)NC1CCCC1)c1ccc(F)cc1)c1ccco1 (stereo unspecified)	9	-16	-6	x	5	0	-0.4	2	1	5
12	CCOc1ccccc1NC(=O)Cn1nnc(C(=O)Nc2ccc(C)cc2)c1N	-1	-48	-4	1	3	-1	0.0	-12	32	-1
13	CC1CCN(Cc2nc(-c3ccc(Cl)cc3)no2)CC1	12	-2	3	-5	3	11	0.5	-45	-67	3
14	CCOC(=O)C1CCN(S(=O)(=O)c2ccc(C)cc2)CC1	7	-20	-3	0	-2	19	-0.3	-26	14	1
15	Fc1ccc(Cn2cc(C(=S)N3CCOCC3)c3ccccc32)cc1	4	4	0	-2	3	7	-0.5	14	10	-2
16	Cc1ccsc1/C=N/N1CCOCC1	-4	21	-3	-4	-4	4	-0.2	-27	27	4
17	COc1ccc(OCCC(=O)OCC(=O)NC(=O)NC(C)C)cc1	-3	-33	-1	2	-6	-14	-0.5	9	29	-7
18	CC(CNc1nc2ccc(Cl)cc2n2cnnc12)c1ccccc1 (stereo unspecified)	4	-3	4	-21	-18	50	-14	20	15	5
19	Nc1nc(SCC(=O)Nc2ccc(S(N)(=O)=O)cc2)n[nH]1	-3	-45	0	-4	0	-2	0.3	1	22	-4
20	COC(=O)c1sc(S(=O)(=O)NC(C)C(=O)O)c(C(=O)OC)c1C (stereo unspecified)	-1	-5	2	0	0	-4	0.2	-4	19	5
21	O=C(OCc1nc2ccc(Cl)cc2n1CCO)c1ccccc1C(=O)c1ccccc1	-2	-27	-1	15	-2	6	0.2	1	7	0
22	Cc1ccc(OC(=O)c2ccc(Br)o2)cc1	3	-10	-1	3	3	-20	0.1	18	34	1
23	COCCSc1ccccc1C(=O)Nc1cc(C)on1	-5	-9	-2	-1	-3	14	-0.4	-20	16	-4
24	Cc1ccc(C(=O)O/N=C(\N)c2ccccn2)cc1C	-7	43	-74*	19	3	-78	-4.1	46	x	61*
25	O=C(NCc1ccco1)c1sc2ccccc2c1Cl	5	-40	26	-1	-3	66*	1.4	-114	5	0
26	COC(=O)c1cc(C(=O)Nn2cnnc2)cc([N+](=O)[O-])c1	-1	-16	-2	1	-6	-14	-0.8	-10	21	-6
27	CCOC(=O)CN1C(=O)CN(c2ccc(C)cc2)C1=O	-4	-34	x	0	0	x	x	-45	24	2
28	O=C1NC(=O)C2C3c4ccccc4C(c4ccccc43)C12 (stereo unspecified)	9	0	-8	4	-4	-7	0.1	19	8	-3
29	Cn1cccc1CNC(=S)Nc1ccccc1F	3	-9	-1	-3	-4	8	-0.2	-2	-18	-2
30	CCC(=O)Oc1ccc(C2N(C(=O)CC)CCN2S(=O)(=O)c2ccc(C)cc2)cc1OC (stereo unspecified)	8	-25	1	6	-4	0	0.3	-7	5	-1
31	CC1CN(C(=S)NC2CCCC2)CC(C)O1 (stereo unspecified)	1	-5	6	-2	-7	2	-0.1	0	11	-5
32	O=C(Cn1cc(C(=O)C2CC2)c2ccccc21)NCc1ccc2c(c1)OCO2	15	-14	7	1	-2	2	-0.6	5	3	-1

# Down the list, quoted from above.
# Compounds 12–20 in AI-2 QS modul: 32, -67, 14, 10, 27, 29, 15, 22, 19

# Next records.
entry	canonical_smiles	SKKanGAS inh	KLF5 inh	HSF1 inh	Platelet DG rel	IEC-6 cytotox	HSF-1 act	HIF activator	aSyn 5UTR inh	AI-2 QS modul	HSP90 inh
33	COc1cc(OC)c(/C=N/NC(=O)COc2cccc3cccnc23)c(OC)c1	-2	11	-2	-5	7	4	-0.1	-6	12	1
34	Cc1cc(C(F)(F)F)n(-c2nc(C(=O)N/N=C/c3ccc(F)cc3)cs2)n1	3	-13	-2	2	1	10	-0.2	-15	-1	-5
35	Cc1ccc(NC(=S)c2nc3ccccc3[nH]2)cc1	93*	-95	-16	0	5	-4	-1.1	-5	-19	19*
36	CC(C(=O)NC1=NCCS1)N1C(=O)c2ccccc2C1=O (stereo unspecified)	-3	-12	0	-4	-4	0	0.3	15	8	0
37	O=C(CCc1ccc(Oc2cc([N+](=O)[O-])cc([N+](=O)[O-])c2)cc1)N1CCCCC1	1	15	5	-4	-6	32	-0.1	-15	27	3
38	Cc1ccccc1C(=O)N1CCN(c2ccc([N+](=O)[O-])c(N3CCOCC3)c2)CC1	1	-12	-3	-2	8	-21	-0.7	22	2	3
39	COc1cccc(Cn2cnc3c([N+](=O)[O-])c(C)c(C)cc32)c1	-10	-20	6	5	7	30	-0.5	19	15	4
40	O=C(Nc1cccc(C(=O)N2CCCCCC2)c1)c1ccco1	-2	-32	-3	6	-2	-4	0.2	-7	39	-2
41	CCc1ccccc1NC(=O)c1onc(C)c1Cl	10	-5	10	-26	2	6	-0.4	-8	37	0
42	Cc1[nH]n2c(=O)cc(C(C)C)nc2c1-c1ccccc1	9	-23	-6	-1	0	6	-0.2	-1	18	1
43	CSc1ccc(C2NC(=O)c3c(sc4c3CCN(C)C4)N2)cc1 (stereo unspecified)	-4	-27	1	0	-4	11	0.1	-10	-5	-2
44	CN(C)c1oc(-c2ccc(Cl)cc2)nc1S(=O)(=O)c1ccccc1	8	-31	6	-1	-3	-1	0.1	18	10	0
45	O=C(N/N=C/c1cccc2cccnc12)c1ccccc1O	15	53	-2	-2	13	-6	9.3	-3	-17	3
46	CCOC(=O)CSc1nnc(CNC(=O)Cc2ccccc2)n1C	-1	9	-3	2	2	9	0.1	8	27	2
47	COc1ccc(C(=O)OCC(=O)NCC2CCCCC2)cc1S(=O)(=O)N1CCCc2ccccc21	13	-27	2	3	-7	18	0.4	13	10	-7
48	CCN(CC)C(=O)COc1cc(C)cc2oc(=O)cc(-c3ccccc3)c12	1	3	9	5	12	17	-0.4	-6	6	2

# Given with values under each structure: entries from further up.
# Value order – SKKanGAS inh | KLF5 inh | HSF1 inh | Platelet DG rel | IEC-6 cytotox | HSF-1 act | HIF activator | aSyn 5UTR inh | AI-2 QS modul | HSP90 inh
41: CCc1ccccc1NC(=O)c1onc(C)c1Cl
 : 10 | -5 | 10 | -26 | 2 | 6 | -0.4 | -8 | 37 | 0
42: Cc1[nH]n2c(=O)cc(C(C)C)nc2c1-c1ccccc1
 : 9 | -23 | -6 | -1 | 0 | 6 | -0.2 | -1 | 18 | 1

# New compounds follow.
entry	canonical_smiles	SKKanGAS inh	KLF5 inh	HSF1 inh	Platelet DG rel	IEC-6 cytotox	HSF-1 act	HIF activator	aSyn 5UTR inh	AI-2 QS modul	HSP90 inh
49	CCCc1nnc(NC(=O)CCC(=O)NCc2ccc(OC)cc2)s1	8	9	4	2	0	11	-0.7	-14	-17	-4
50	CCN(Cc1ccncc1)C(=O)c1ccc(Br)o1	-2	-5	-14	5	3	-38	-0.1	7	18	-6
51	CC(C)(C)c1cc(Cl)ccc1OCCn1ccnc1	42	-21	1	-2	1	13	-15	10	16	-1
52	O=C(NCC(c1ccco1)N1CCN(c2ccccc2)CC1)OCc1ccccc1 (stereo unspecified)	-5	-26	8	-10	0	33	0.6	-35	35	6
53	COc1ccc(N(C(=O)CNS(=O)(=O)c2ccccc2)C(C(=O)NCc2ccco2)C(C)C)cc1 (stereo unspecified)	-2	14	0	3	0	10	0.1	-7	29	-2
54	Cc1cccc(N2C(=O)CC(n3ccnc3)C2=O)c1C (stereo unspecified)	0	8	2	-4	-5	0	-0.3	-12	10	2
55	Cc1ccc(S(=O)(=O)N(C)C)cc1NC(=O)c1cc(=O)c2ccccc2o1	3	-24	1	4	4	-9	0.2	10	18	-1
56	O=C(Nc1ccccc1)Nc1ccc(C(=O)N2CCOCC2)cc1	12	-30	17	21	10	23	2.3	-59	10	9
57	O=C(NC(=S)N1CCc2ccccc21)c1ccco1	-6	-24	22	-3	5	46	0.1	-26	9	2

# Assay outcomes: PubChem BioAssay, several laboratories
